Screening results as filed in PubChem BioAssay.
KCNQ1 pot – potentiates or activates the human KCNQ1 potassium channel; P51787; B-score at 10 µM; actives 0.35% (n = 310,000); AID 2648; CHO-K1 KCNQ1, thallium flux FluxOR fluorescence; hits give high values;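 active = fluorescence ratio B-score, a plate-corrected score, at least three library SD, with initial intensity B-score within 5 SD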
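assay system = KCNQ1-transfected CHO-K1 cells | medium = assay buffer with matched DMSO | probe or stimulus = depolarizing K+/Tl+ stimulus, K2SO4 and Tl2SO4 each 12.5 mM in 5x stock | dosing = single dose | incubation = dye 90 min, compound 20 min, room temperature | detection = kinetic FluxOR fluorescence, 10 s baseline plus 110 s post-stimulus | evaluation = ratio B score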
ANO1 activ – activates or potentiates the mouse TMEM16A chloride channel. HEK293 TMEM16A/YFP-H148Q/I152L, iodide quench fluorescence; hits give low values. B-score at 10 µM. Q8BHY3. actives 0.3% (n = 340,000);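 active = fluorescence-ratio B-score plate-corrected deviation score at least 3 library SD below zero, with starting fluorescence score within 5 deviations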;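 note: channel opened by trigger with iodide after compound preincubation; score built on the fluorescence ratio of max minus min over baseline; more negative score means more quench and so TMEM16A activation or potentiation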
HDAC3 inhib – blocks human histone deacetylase 3; inhibition, % at 8.3 µM; O15379; recombinant HDAC3, fluorogenic peptide/trypsin coupled, fluorescence; actives 0.15% (n = 320,000); in the data active = inhibition above about 26%, passing the limit was not always enough
KCNK9 block – blocks the human KCNK9 two-pore domain potassium channel; actives 1.2% (n = 310,000); AID 488922; B-score at 10 µM; Q9NPC2; HEK293 KCNK9, FluxOR thallium flux fluorescence; hits give low values;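 active = ratio B-score over 3 SD below the library mean, with starting fluorescence within 5 SD of its mean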;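 note: negative B-score means less thallium flux so channel inhibition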
TRPC4 potent – TRPC4 (mouse) allosteric potentiation; Q9QUQ5; HEK293 TRPC4beta/mu-opioid, DAMGO EC20, Fluo-4 Ca2+ flux; hits give high values; B-score at 10 µM; actives 0.42% (n = 310,000); AID 2227;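 active = B-score of calcium response area above 5 SD of library B-scores, with initial fluorescence ratio within 5 SD of library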;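 note: B-score of integrated fluorescence ratio over time as area under calcium response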
Target sequence (Q9QUQ5 whole entry, looked up): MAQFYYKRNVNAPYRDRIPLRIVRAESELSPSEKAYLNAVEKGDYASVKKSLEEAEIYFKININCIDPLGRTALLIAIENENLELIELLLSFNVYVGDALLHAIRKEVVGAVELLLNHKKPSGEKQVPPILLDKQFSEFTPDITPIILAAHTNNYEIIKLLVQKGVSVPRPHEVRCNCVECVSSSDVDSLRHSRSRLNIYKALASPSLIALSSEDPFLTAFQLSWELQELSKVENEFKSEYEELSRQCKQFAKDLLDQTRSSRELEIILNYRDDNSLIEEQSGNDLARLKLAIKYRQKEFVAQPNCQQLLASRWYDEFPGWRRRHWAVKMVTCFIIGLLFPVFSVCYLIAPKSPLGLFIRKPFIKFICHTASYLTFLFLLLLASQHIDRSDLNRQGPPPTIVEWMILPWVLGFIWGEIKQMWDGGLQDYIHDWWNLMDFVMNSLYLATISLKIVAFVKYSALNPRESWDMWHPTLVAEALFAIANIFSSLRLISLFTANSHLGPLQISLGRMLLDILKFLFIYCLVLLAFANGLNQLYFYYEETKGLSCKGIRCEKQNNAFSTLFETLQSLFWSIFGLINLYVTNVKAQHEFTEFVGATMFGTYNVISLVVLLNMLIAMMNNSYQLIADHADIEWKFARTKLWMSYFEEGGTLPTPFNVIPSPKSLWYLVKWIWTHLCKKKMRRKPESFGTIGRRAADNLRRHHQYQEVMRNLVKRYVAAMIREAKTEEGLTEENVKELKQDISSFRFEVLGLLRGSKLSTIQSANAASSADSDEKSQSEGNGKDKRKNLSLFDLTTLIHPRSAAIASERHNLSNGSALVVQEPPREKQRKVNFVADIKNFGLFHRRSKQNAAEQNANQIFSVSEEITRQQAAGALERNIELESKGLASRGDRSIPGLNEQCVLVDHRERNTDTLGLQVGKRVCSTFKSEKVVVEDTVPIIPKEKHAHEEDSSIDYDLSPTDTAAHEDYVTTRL
TMEM16A inh – mouse TMEM16A channel inhibition, primary screen; Q8BHY3; HEK293 TMEM16A/YFP iodide influx fluorescence, ionomycin; normalized B-score (activity score, 25-100; higher = stronger inhibition) at 10 µM; actives 1.2% (n = 310,000);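 active = ratio plate-corrected score three or more library SD toward inhibition, starting fluorescence score within five deviations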;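 note: score derived from kinetic fluorescence span divided by baseline fluorescence per well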
hERG rescue – shields human hERG channel from block by proarrhythmic agents; CHO-hERG, FluxOR thallium flux, dofetilide IC70 present; Q12809; AID 1511; activation (rescue from dofetilide block), less the hit threshold, % at 10 µM; actives 0.51% (n = 310,000);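 active = activation above the mean of controls blocked by dofetilide plus 5 SD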;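 note: thallium influx through hERG after potassium depolarization seen as dye fluorescence rise; in these data hits start at about 4.7%; inactives centre near -7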
KCNQ1 inh – human KCNQ1 channel inhibition; P51787; CHO-K1 KCNQ1, FluxOR thallium flux fluorescence; hits give high values; B-score at 10 µM; actives 1.3% (n = 310,000);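 active = compounds whose thallium flux B-score, printed positive for inhibition, exceeds three library SD while starting fluorescence stays within three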;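 note: channel opened by potassium depolarization with thallium stimulus after 20 min compound exposure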
DYRK1A inh – blocks rat Dyrk1A kinase activity. Q63470. inhibition, % at 12.5 µM. actives 0.43% (n = 310,000). ADP-Glo luminescence, NFATc1 peptide; in the data active = inhibition above about 50%;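 note: plate controls were vehicle with enzyme for no effect and no enzyme for full effect; many of its hits are not listed in these tables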
KCNK3 inh – human KCNK3 channel inhibition, primary screen | O14649 | CHO-KCNK3 thallium flux, FluxOR fluorescence; hits give low values | B-score at 10 µM | actives 0.84% (n = 340,000);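 active = B-score under library mean minus 4 SD, starting fluorescence ratio at most library mean plus 5 SD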;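 note: more negative B-score means stronger inhibition of thallium flux through KCNK3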
TRPC4 agonist – activators of mouse TRPC4 channel. B-score at 10 µM. HEK293 TRPC4beta/mu-opioid, Fluo4 calcium fluorescence; hits give high values. actives 0.49% (n = 310,000). AID 2237. Q9QUQ5;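 active = B-score above 5 SD of library B-scores, and initial fluorescence ratio not above library mean plus 5 SD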;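 note: positive B-score marks a calcium rise read as TRPC4 activation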
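System – HEK293 cells stably co-expressing mouse TRPC4beta and mu-opioid receptor · Signal – Fluo4 calcium-sensitive dye fluorescence, kinetic, 1 Hz baseline · Benchmarks – buffer (low) and maximal DAMGO (high) · Read-out – B score of integrated fluorescence ratio per well · Incubation – dye loading 45 min room temperature, 110 s kinetic read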
The depositor's hits bear a star; i = inactive; / = no result given. An excerpt; count on the stated rates, not on these rows.

SMILES	KCNQ1 pot	ANO1 activ	HDAC3 inhib	KCNK9 block	TRPC4 potent	TMEM16A inh	hERG rescue	KCNQ1 inh	DYRK1A inh	KCNK3 inh	TRPC4 agonist
O=c1[nH]c2ccccc2nc1-c1ccccc1	i	i	/	i	i	i	-10	i	-4	i	i
COc1ccc(OC)c(NC(=O)c2c(NC(=O)CNCc3ccco3)sc3c2CCC3)c1	i	i	-10	i	i	i	-12	i	0	i	i
Cc1ccc(NS(=O)(=O)N(C)C)cc1	i	i	4	i	i	i	-5	i	3	i	i
Cc1cc(C)n2nc(CNS(=O)(=O)c3cccc([N+](=O)[O-])c3)nc2n1	i	i	3	i	i	i	-7	i	2	i	i
CCn1c(C)c(C)c2cc(C(=O)N3CCCC3)ccc21	i	i	0	i	i	i	-7	i	/	i	i
Cn1c(=O)c2c(-c3ccccc3F)c3c(nc2n(C)c1=O)-c1ccccc1C3O (centres undefined)	i	i	10	i	i	i	-4	i	-4	i	i
Clc1ccc(OCCCNCc2ccccc2)c(Br)c1	i	i	6	i	i	i	-20	i	4	i	i
Cc1ccc(S(=O)(=O)NCCN2CCOCC2)c(C)c1	i	i	1	i	i	i	-4	i	-5	i	i
COc1ccc(C2CC(=O)C3=C(C2)Nc2ccccc2NC3c2coc3ccccc3c2=O)cc1OC (centres undefined)	/	i	4	/	/	i	/	/	2	i	/
O=C(Cc1n[nH]c(=O)[nH]c1=O)N/N=C/c1c(O)ccc2ccccc12	i	i	6	i	i	i	-12	i	30	i	i
O=C(NCCc1ccccn1)c1cc(-c2ccc(Cl)cc2)nc2ccccc12	i	i	-5	i	i	i	-30	i	-2	i	i
Cc1nn2cc(-c3ncc(C(F)(F)F)cc3Cl)cnc2c1Br	i	i	2	i	i	i	-1	i	-3	i	i
COC(=O)c1ccccc1NC(=O)c1c(Br)cnn1C	i	i	0	i	i	i	-8	i	12	i	i
CCN(C(=O)COC(=O)c1c(C)nn(-c2ccccc2)c1C)C1CCS(=O)(=O)C1 (centres undefined)	i	i	4	i	i	i	-6	i	3	i	i
O=C1N=c2ccccc2=C1c1sc(=S)n(CC2CCCO2)c1O (centres undefined)	i	i	4	i	i	i	-13	i	-10	i	i
Cc1cccn2c(=O)c3cc(C(=O)NC4CCS(=O)(=O)C4)n(Cc4ccccc4)c3nc12 (centres undefined)	i	i	3	i	i	i	-2	i	7	i	i
CC(C)NC(=O)c1nc2c(nnn2Cc2cccc(Cl)c2)c(=O)[nH]1	i	i	0	i	i	i	-8	i	11	i	i
CCOc1ccc(S(=O)(=O)N2CN3CCN(C3)C2)cc1	i	i	-2	i	i	i	-10	i	-5	i	i
CCCOc1cc(C)c(S(=O)(=O)N2CCOCC2)cc1C	i	/	-2	i	i	i	-6	i	/	/	i
COc1cc(OC)c(NC(=O)CS(=O)(=O)Cc2nc(-c3ccc(C)cc3)oc2C)cc1Cl	i	i	-2	i	i	i	-2	i	2	i	i
CCNC(=O)NC(=O)C(C)OC(=O)c1oc2ccccc2c1CSC1CCCCC1 (centres undefined)	i	i	-2	i	i	i	-3	i	-2	i	i
COc1cccc(NC(=O)CSc2nnc(Cc3ccc(OC)c(OC)c3)o2)c1	i	i	-1	i	i	i	-3	i	-3	i	i
Cc1ccc(CNC(=O)C2CCN(c3nnc(N4CCCC4=O)s3)CC2)cc1	i	i	-6	i	i	i	-7	i	-1	i	i
CC(O)CNc1nc2c(c(=O)n(C)c(=O)n2C)n1C/C=C/c1ccccc1 (centres undefined)	i	i	5	i	i	i	-1	i	-4	i	i
O=C(Nc1ccc(F)cc1)Nc1nnc(-c2ccco2)s1	i	i	-6	i	i	i	-9	i	-2	i	i

Copied from the list:
Reading of Cc1cc(C)n2nc(CNS(=O)(=O)c3cccc([N+](=O)[O-])c3)nc2n1 in DYRK1A inh: 2
Reading of CCNC(=O)NC(=O)C(C)OC(=O)c1oc2ccccc2c1CSC1CCCCC1 (centres undefined) in hERG rescue: -3

The list goes on.
SMILES	KCNQ1 pot	ANO1 activ	HDAC3 inhib	KCNK9 block	TRPC4 potent	TMEM16A inh	hERG rescue	KCNQ1 inh	DYRK1A inh	KCNK3 inh	TRPC4 agonist
Cc1cccc(NC(=O)CSc2nc(N)c(NC(=O)c3cccs3)c(=O)[nH]2)c1	i	i	-3	i	i	i	-6	i	16	i	i
CCOC(=O)NCc1ccc(S(=O)(=O)Nc2ccccc2C)cc1	i	i	-8	i	i	i	-5	i	-7	i	i
Brc1ccc(-c2nn[nH]n2)cc1	i	i	-3	i	i	i	-9	i	25	i	i
O=C(O)c1cc2c(o1)CCC/C2=N\O	i	i	-7	i	i	i	-7	i	-1	i	i
CC(C)(C)NC(=O)Nc1cccc(Cl)c1Cl	i	i	5	i	i	i	-11	i	1	i	i
NS(=O)(=O)c1ccc(NC(=O)/C=C/c2ccccc2[N+](=O)[O-])cc1	i	i	-2	i	i	i	-12	i	1	i	i
COc1ccc(C(=O)Nc2ccc(SC(F)F)cc2)cc1	i	i	-6	i	i	i	-5	i	1	i	i
COc1cc(OC)cc(-n2nnnc2SCC(=O)NCc2cccs2)c1	i	i	2	i	i	i	-4	i	9	i	i
Cc1cc(C(=O)OCC(=O)NC2CCS(=O)(=O)C2)c(C)n1-c1ccccc1 (centres undefined)	i	i	-1	i	i	i	-2	i	3	i	i
CC1CCc2nc(NC(=O)C3COc4ccccc4O3)sc2C1 (centres undefined)	i	i	2	i	i	i	-8	i	3	i	i
COC(=O)C1=C(CSc2nncn2C)NC(=O)NC1c1cc(C)ccc1C (centres undefined)	i	i	-4	i	i	i	-5	i	-6	i	i
O=C(c1cc2ccccc2o1)N1CCC(N2CCC(C(=O)N3CCCC3)CC2)CC1	i	i	3	i	i	i	-19	i	7	i	i
CCC(C)OC(=O)c1[nH]c2c(c1C)C(=O)CC(c1ccc(N(C)C)cc1)C2 (centres undefined)	i	i	5	i	i	i	-6	i	3	i	i
NC(=O)c1ccc(-n2nnnc2SCc2ccccc2)cc1	i	i	0	i	i	i	-2	i	1	i	i
Cc1cc2oc(C(=O)N(Cc3ccco3)C3CCS(=O)(=O)C3)cc(=O)c2cc1Cl (centres undefined)	i	i	-4	i	82*	i	-8	i	9	i	i
CCc1ccc(CN(C)C(=O)c2cc(S(=O)(=O)N3CCN(CC)CC3)ccc2Cl)cc1	i	i	2	i	i	i	-5	i	16	i	i
O=S(=O)(NCCc1cn2ccccc2n1)c1cccs1	i	i	/	i	i	i	-6	i	2	i	i
O=C(CSc1nnnn1-c1ccc(Cl)cc1)Nc1cccnc1Cl	i	i	2	i	i	i	-3	i	-1	i	i
COc1ccc(-c2cc(C(F)(F)F)c(C#N)c(SCC(=O)Nc3ccc(C)cc3)n2)cc1	i	i	3	i	i	i	-6	i	-18	i	i
Cc1ccc(CNC(=O)CSc2c3c(nc4ccc(Cl)cc24)CCCC3)o1	i	i	-5	i	i	i	-10	i	3	i	i
CN(CC(=O)Nc1ccccc1Cl)C(=O)CN1C(=O)C2CCCCC2C1=O (centres undefined)	i	i	-7	i	i	i	-8	i	0	i	i
COc1cccc(N2CCN(C(=O)c3ccc(N4C(=O)NC5CC4(C)Oc4ccccc45)cc3)CC2)c1 (centres undefined)	i	i	-7	i	i	i	-9	i	-3	i	i
CC(C)c1ccc(N(CC(=O)NC2CCCCC2)C(=O)CCC(=O)Nc2ccccn2)cc1	i	i	3	i	i	i	-5	i	2	i	i
CN(C)C=Nc1nonc1-c1ncn[nH]1	i	i	3	i	i	i	-8	i	-4	i	i
Cc1ccc(NC(=S)NCCc2ccccc2)c(C)c1	i	i	-2	i	i	i	-7	i	5	i	i
SMILES	KCNQ1 pot	ANO1 activ	HDAC3 inhib	KCNK9 block	TRPC4 potent	TMEM16A inh	hERG rescue	KCNQ1 inh	DYRK1A inh	KCNK3 inh	TRPC4 agonist
CCOCCCNC(=O)C(c1ccc(C)cc1)N(Cc1ccc2c(c1)OCO2)C(=O)CNC(C)=O (centres undefined)	i	i	-6	i	i	i	-3	i	1	i	i
Cc1cccc(C(=O)Nc2ncc(CN3CCOCC3)s2)c1	i	i	2	i	i	i	0	i	1	i	i
CCOC(=O)C(CC)(CCC(=O)O)c1csc(Nc2ccc(C)cc2)n1 (centres undefined)	i	i	5	i	i	i	-1	i	-6	i	i
S=C(NCCc1ccccc1)NC1CC2CCC(C1)N2Cc1ccccc1 (centres undefined)	i	i	1	i	i	i	-7	i	-1	i	i
Cn1c(Cc2nc(-c3cnccn3)no2)nnc1SCC(=O)Nc1ccccc1	i	i	-2	i	i	i	-8	i	/	i	i
CN1CCN(C(=O)c2cnn3c(C(F)(F)F)cc(-c4cccs4)nc23)CC1	i	i	-4	i	i	i	-5	i	1	i	i
CC1Cc2ccccc2N1C(=O)c1cc2sccc2n1Cc1ccccc1 (centres undefined)	i	i	-3	i	i	i	-8	6*	2	i	i
Clc1ccc(-c2nnc(-c3ccccc3Cl)o2)cc1	i	i	0	i	i	i	-8	i	3	i	i
CC(C)CC(C(=O)O)N1C(=O)C2C3C=CC(C2C1=O)C1C(=O)N(C(CC(C)C)C(=O)O)C(=O)C31 (centres undefined)	i	i	-6	i	i	i	0	i	1	i	i
Cc1ccc(S(=O)(=O)CCc2nnc(NC(=O)c3ccccn3)s2)cc1	i	i	1	i	i	i	-7	i	3	i	i
Cc1cc(NC(=O)CCSc2ccccc2)no1	i	i	-3	i	i	i	-4	i	0	i	i
O=C(OCCCC(=O)N1CCOCC1)c1ccccc1	i	i	1	i	i	i	-11	i	1	i	i
COc1ccc(C(=O)COc2ccc(NC(C)=O)cc2)cc1	i	i	5	i	i	i	-3	i	-2	i	i
COc1ccc(S(=O)(=O)N2CCCCCC2)cc1N(C)S(=O)(=O)c1ccc(C)cc1	i	i	/	i	i	100*	-3	i	-15	i	i
O=C(Nc1ccccc1)O/N=C(\c1ccccc1)c1ccccn1	i	i	-6	i	i	i	-4	i	-1	i	i
COc1ccc(OC)c(Nc2nc(C3CC3)nc3c2nnn3Cc2ccccc2)c1	i	i	-3	i	i	i	-10	i	-2	i	i
COc1cccc(/C=N/Nc2ccc(Cl)nn2)c1OC	i	i	-7	i	i	i	-5	i	-9	i	i

Of the compounds above, 2 contain a nitro group on carbon.
SMILES	KCNQ1 pot	ANO1 activ	HDAC3 inhib	KCNK9 block	TRPC4 potent	TMEM16A inh	hERG rescue	KCNQ1 inh	DYRK1A inh	KCNK3 inh	TRPC4 agonist
Cc1cc(C)n2nc(CNS(=O)(=O)c3cccc([N+](=O)[O-])c3)nc2n1	i	i	3	i	i	i	-7	i	2	i	i
NS(=O)(=O)c1ccc(NC(=O)/C=C/c2ccccc2[N+](=O)[O-])cc1	i	i	-2	i	i	i	-12	i	1	i	i
